High-throughput results (PubChem BioAssay)
GPR151 ag – activators of human GPR151, primary screen, cell-based, PathHunter beta-arrestin, luminescence; G-protein coupled receptor 151 (Homo sapiens), Q8TDV0; PathHunter beta-arrestin GPR151 cells; activation, % at 11.2 µM; 650,000 tested, 1% active; in the data active = activation above about 4.9%;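 also: 0% = median of compound wells and 100% = cells with positive control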
Target sequence (Q8TDV0 whole entry, looked up): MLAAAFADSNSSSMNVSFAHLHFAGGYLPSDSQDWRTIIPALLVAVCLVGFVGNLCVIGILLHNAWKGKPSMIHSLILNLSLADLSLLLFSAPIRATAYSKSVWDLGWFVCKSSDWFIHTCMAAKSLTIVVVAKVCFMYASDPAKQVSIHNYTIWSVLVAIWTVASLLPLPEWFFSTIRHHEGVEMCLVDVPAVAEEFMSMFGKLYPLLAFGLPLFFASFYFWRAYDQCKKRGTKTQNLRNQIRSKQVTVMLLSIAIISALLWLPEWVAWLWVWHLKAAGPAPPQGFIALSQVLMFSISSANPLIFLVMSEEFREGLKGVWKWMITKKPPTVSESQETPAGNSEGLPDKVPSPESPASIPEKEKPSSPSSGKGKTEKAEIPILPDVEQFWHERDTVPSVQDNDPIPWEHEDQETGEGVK
MITF inh – MITF inhibitors, primary screen, biochemical, AlphaScreen, human | inhibition, % at 2.6 µM | 650,000 tested, 0.91% active | Microphthalmia-associated transcription factor (Homo sapiens), O75030 | AID 1259374, 2018 | AlphaScreen MITF homodimerization, bead proximity signal; in the data active = inhibition above about 50%;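 also: 0% = vehicle wells with protein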
Target sequence (O75030 whole entry, looked up): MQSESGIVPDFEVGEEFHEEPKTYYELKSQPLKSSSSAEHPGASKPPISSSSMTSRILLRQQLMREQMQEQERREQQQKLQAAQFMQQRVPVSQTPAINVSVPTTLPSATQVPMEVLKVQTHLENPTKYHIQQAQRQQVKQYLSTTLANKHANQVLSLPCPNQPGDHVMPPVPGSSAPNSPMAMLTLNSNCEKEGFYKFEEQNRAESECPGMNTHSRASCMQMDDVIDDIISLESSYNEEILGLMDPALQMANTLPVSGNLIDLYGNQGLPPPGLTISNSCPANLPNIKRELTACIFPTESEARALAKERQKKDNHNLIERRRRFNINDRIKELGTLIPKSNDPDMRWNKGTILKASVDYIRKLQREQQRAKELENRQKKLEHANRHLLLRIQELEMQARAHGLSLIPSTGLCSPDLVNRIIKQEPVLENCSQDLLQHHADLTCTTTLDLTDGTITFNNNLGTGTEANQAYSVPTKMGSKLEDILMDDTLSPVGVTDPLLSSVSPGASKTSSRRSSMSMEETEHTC
TEAD-YAP inh – TEAD-YAP interaction inhibition, primary screen, TEAD-YAP interaction inhibitor project, luminescence, HEK-TIYL cells. inhibition, % at 9.12 µM. 640,000 tested, 1.4% active. AID 1259422, 2018. TEAD-Gal4/YAP UAS-luciferase luminescence; in the data active = inhibition above about 32%;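 also: 0% = median of test compound wells and 100% = reference inhibitor wells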
FBW7 act – FBW7 E3 ligase activators, primary screen, biochemical, AlphaScreen, human; F-box/WD repeat-containing protein 7 (Homo sapiens), Q969H0; 650,000 tested, 0.13% active; normalized activity (activation), % at 26.1 µM; AlphaScreen FBW7–phospho-cyclin E peptide binding, activator screen; in the data active = normalized activity above about 1.9%;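 also: purified mutant Fbw7 with reduced substrate affinity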
* marks the source's active call; other numbers are inactive results; & = joins results of further samples.

SMILES	GPR151 ag	MITF inh	TEAD-YAP inh	FBW7 act
N#CCC(=O)Nc1ccc(C(=O)OCC(=O)Nc2ccc(Br)cc2)cc1	0.6	9	2	0.0
OC1(c2cccnc2)CCN(Cc2ccccc2F)CC1	-0.6	3	-2	-0.1
CCN(CC)CCCNC(=O)Cn1nc([N+](=O)[O-])c(Cl)c1C	-0.9	-2	3	0.0
COc1cc(S(=O)(=O)N2CCCCC2)ccc1Cl	0.7	-1	2	0.1
CC1CCN(C2CCC(=O)N(Cc3ccc(F)cc3F)CC2)CC1 (centres undefined)	1.9	0	5	0.0
COc1ccc(-n2nc3c(c2NC(=O)C24CC5CC(CC(C5)C2)C4)CS(=O)(=O)C3)cc1	-1.3	-4	-14	-0.2
CCOC(=O)CN=C(NS(=O)(=O)c1ccc(Cl)cc1)c1ccccc1	-0.3&-0.2	5&10	-2&5	0.3&0.1
COc1ccc(OC)c(NC(=O)Cn2cccc2)c1	-0.9	19	-1	0.1
O=C(Cn1cnnn1)N1CCCCC1c1nc2ccccc2[nH]1 (centres undefined)	-1.2	7	6	-0.1
O=C(NC1CCCCCCC1)c1cc(=O)[nH]c2ccc(S(=O)(=O)N3CCCC3)cc12	-0.5	-13	3	-0.1
OCCCNCC(O)Cn1c2ccccc2c2ccccc21 (centres undefined)	-0.7	-3	-5	-0.1
CCOC(=O)c1ccc(NS(=O)(=O)c2ccc(OC)c([N+](=O)[O-])c2)cc1	0.8	-23	1	-0.2
COC(=O)c1c(OCCc2ccccn2)cc(=O)n2c1CCN(CC1CC1)CC2	0.8	4	-12	-0.1
CCN(c1cccc(C)c1)S(=O)(=O)c1ccc(Sc2ccc(F)cc2)c(C(=O)NCCC2=CCCCC2)c1	-0.7	-6	4	-0.1
COC(=O)c1ccccc1NC(=O)c1sc2nc(C)nc(N3CCN(C)CC3)c2c1C	-0.3	-1	3	-0.1
CC(C)CN(CC(C)C)C(=O)COC(=O)COc1ccc(C#N)cc1	-1.1	-6	3	0.0
CCCNCc1cc(OCC)c(OCCO)cc1Br	2.2	6	-2	0.0
CNC(=S)Nc1cccc([N+](=O)[O-])c1	-0.4	-1	3	0.1
Cc1ccc(C(=O)NNS(=O)(=O)c2ccc(Cl)cc2)cc1[N+](=O)[O-]	0.5	23	6	0.8
CCCc1[nH]nc2c1C(c1ccc(CC)cc1)C(C#N)=C(N)O2 (centres undefined)	-0.8	10	-7	1.7
O=c1c2cn[nH]c2nc(SCc2ccccc2Cl)n1-c1ccccc1Cl	0.2	7	9	0.1
CSc1cccc(NC(=O)C2C3C=CC4(O3)C2C(=O)N(CCN(C)Cc2ccccc2)C4C(=O)NC2CCCCC2)c1 (centres undefined)	-0.4	6	2	0.0
CCOc1cc(Nc2ccc(NC(=O)CC(C)C)cc2)nc(C)n1	2.4	-9	-1	-0.1
COc1ccc(-c2ncnn2-c2ccc([N+](=O)[O-])cc2)cc1	-0.9	19	-1	0.3
COCCn1c(CN2CCN(Cc3ccccc3)CC2)nc2c1c(=O)[nH]c(=O)n2C	-0.2	-3	0	0.7
COC(=O)c1ccc(-n2c(C)cc(/C=C3/NC(=O)N(Cc4ccc(F)cc4)C3=O)c2C)cc1	-0.1	-7	-9	0.0
COC(=O)CCNc1nc(-c2ccc(Br)cc2)nc2ccccc12	-0.8	5	-28	0.1
CCOC(=O)c1ccccc1NC(=O)Cc1c(C(=O)O)n(CC)c2ccccc12	-0.9	8	-9	0.0
O=C(Cc1cn(-c2ccc(Nc3ccc(-n4ccnc4)cc3)nn2)c2ccccc12)NCCc1ccc(O)cc1	1.4	0	11	0.0
CSc1ncc(Nc2nc(C)cs2)cn1	-0.5	8	-5	-0.1
COc1ccccc1N1C(=O)c2cccnc2C1=O	-0.6	27	-8	-0.9
O=C(Nc1cccc(F)c1)c1ccc(Cl)cc1Cl	-1.9	-4	-21	0.0
CCC1(CC)NC(=O)N(CC(=O)N(C)Cc2cc(Br)ccc2OC)C1=O	2.6	-8	4	-0.1
CCC(C)NCCOc1ccccc1I (centres undefined)	5.4*	23	8	-0.1
COc1cc(C)ccc1OCCOc1ccc([N+](=O)[O-])cc1	-0.2	11	-17	0.2
CC1=[N+](C)c2ccccc2N(C)C(=O)C1	0.2	-3	2	0.0
O=C(NCCOc1ccc(-c2ccccc2)nn1)c1ccccc1F	2.6	-7	-5	0.0
CC(C)N1CCC(NS(=O)(=O)c2ccc(C#N)cc2)CC1	-0.4	6	4	-0.1
CCOCC(=O)Nc1ccc(-c2nnc(N(C)c3ccc(OC)cc3)s2)cc1	1.2	-2	-3	-0.1
Cc1ccc(N2C(=O)CN(Cc3cccs3)C2=S)c(C)c1	1.9	10	1	0.1
CC(NC(=O)CSc1nc2ccccc2[nH]1)c1ccccc1 (centres undefined)	4.6	7	-9	0.0
Cc1ccc(NC(=O)COC(=O)c2cccnc2)cc1C	0.5	-27	3	0.1
Cc1cccc(C(=O)N(CCCO)Cc2cc3cc4c(cc3[nH]c2=O)OCO4)c1	-0.6	12	-4	0.1
CCOC(=O)c1c(C)[nH]c(C)c1C(=O)COC(=O)c1ccccc1NC(=O)c1ccco1	-1.0	5	10	-0.1
CCCCn1c(C)nc2cc(S(=O)(=O)N3CCOCC3)ccc21	0.7	1	-1	0.7
COC(=O)Nc1nc2c(s1)CCCC2	-0.3	-10	-21	0.0
O=C(CN1C(=O)c2ccccc2S1(=O)=O)Nc1ccccc1OC(F)F	0.0	3	6	0.0
Cc1ccc2c(nc3s/c(=C\c4cc(Cl)ccc4OCc4ccccc4Cl)c(=O)n32)c1C	-0.7	1	7	0.0
CS(=O)(=O)c1cc(Cl)ccc1CN1CCC(c2nc(-c3ccsc3)no2)CC1	2.2	2	-8	0.1
O=[N+]([O-])c1cc2c(cc1/C=N/Nc1ccc(C(F)(F)F)cc1[N+](=O)[O-])OCO2	-0.6	-2	3	-0.2
Cc1ccc(-n2nc3c(c2NC(=O)c2ccccc2[N+](=O)[O-])CSC3)cc1	-0.7	-6	1	-0.1
COc1ccc(Cc2nnc(C3CCN(C(=O)Nc4ccccc4OC)CC3)s2)cc1	-0.3	8	11	-0.2
Oc1cncc(Cc2ccccc2)c1	-1.1	7	-7	0.1
O=c1[nH]c2ccc(S(=O)(=O)NCc3ccccc3)cc2o1	-0.4	13	1	0.0
COCCNC(=O)CN(c1ccccc1)S(C)(=O)=O	-1.4	6	-2	0.0
CC(=O)N1CCC2(CC1)OCc1cc(-c3cccc(CO)c3)ccc1O2	-0.3	15	2	0.5
NC(=O)c1c(NC(=O)C2COc3ccccc3O2)sc2c1CCCC2 (centres undefined)	1.0	20	-62	0.0
O=C(OCc1ccc([N+](=O)[O-])cc1)c1ccc2c(c1)S(=O)(=O)c1ccccc1C2=O	-0.8	10	-3	0.0
CCOC(=O)N1CCC2(CC1)C(C#N)=C(N)OC1=C2C(=O)CCC1	0.0	13	12	0.2
Cc1cc(=O)[nH]c(Nc2ccc(F)c(Cl)c2)n1	-1.1	-2	17	-0.1

Continued:
SMILES	GPR151 ag	MITF inh	TEAD-YAP inh	FBW7 act
O=C1NC(=O)C(=C2C(=O)N(Cc3ccccc3Cl)c3ccccc32)C(=O)N1	0.7	-9	-2	-0.4
CCOC(=O)CC1=C(C(=O)OCC)C(c2ccc(F)cc2)C(C#N)=C(N)O1 (centres undefined)	0.3	-6	2	0.1
CC1=C(C(=O)OC(C)C)C(c2ccc3c(c2)OCO3)NC(=O)N1C (centres undefined)	1.3	11	9	0.0
CCCn1c(SCCOc2ccccc2OC)nc2ccccc21	0.5	6	-22	0.1
O=C(c1cccs1)N1CCN(c2nc3ccc(F)cc3s2)CC1	-0.3	15	-26	0.5
O=C(CSc1nc2ccccc2[nH]1)Nc1cc(NC(=O)CSc2nc3ccccc3[nH]2)cc(C(=O)O)c1	-0.2	4	-3	0.0
COc1ccc(-c2nnc3ccc(SCC(=O)NCc4ccc5c(c4)OCO5)nn23)cc1	-0.6	-41	1	0.2
CC(=O)Nc1ccc(S(=O)(=O)N2c3ccccc3C(C)=CC2(C)C)cc1	0.2	0	58*	0.1
COc1cccc(CNC(=O)CNC(=S)N(Cc2ccccc2)Cc2cccnc2)c1	0.8	7	6	0.0
Cn1ccc(NC(=S)Nc2cccc3ccccc23)n1	-1.5	24	-71	1.0
CCOC(=O)COc1ccc(/C=C2\C=C(c3ccc(Br)cc3)OC2=O)cc1OC	13*	-14	6	0.1
CCOC(=O)CNC(=O)/C=C/c1ccc(C(C)(C)C)cc1	-1.4	7	15	-0.1
CC1CC(C)CN(S(=O)(=O)c2ccc3[nH]cc(C(=O)O)c(=O)c3c2)C1 (centres undefined)	-0.9	15	10	-0.4
O=S(=O)(NNC(=S)NCC1CCCO1)c1cc(Cl)ccc1Cl (centres undefined)	-1.0	6	3	0.0
COCCn1c(=NC(=O)c2ccc3ncsc3c2)sc2cc(OC)c(OC)cc21	-0.3	-4	2	0.0
COc1ccc(Cl)cc1NC(=O)CSc1nc(=O)n(CCCN2CCOCC2)c2c1CCC2	-0.1	-6	0	-0.1
CCOC(=O)C1=C(N)N(c2ccc(C)cc2)C2=C(C(=O)CCC2)C1c1cccs1 (centres undefined)	3.1	7	-2	-0.1
COc1ccc(CCNC(=O)c2ccccc2SC)cc1OC	-1.3	9	8	0.1
Cc1ccc(C(=O)NNC(=O)[C@H](C)Nc2ccc(C(F)(F)F)cc2[N+](=O)[O-])cc1	0.0	-2	-4	0.2
CC(=O)NNc1nc(C)cc(C)n1	0.5	-3	4	0.3
COc1cccc2cc(NC(=O)C3CCCCC3)c(=O)oc12	1.4	0	-33	-0.2
O=C(Nc1ccccc1)c1cccc(S(=O)(=O)NC2CCCC2)c1	-2.6	18	13	1.2
CC(C)(C)c1ccc(OCC(=O)NCCc2ccccc2)cc1	0.9	-8	-11	0.1
C=C(C)Cn1c(Br)nc2c1c(=O)n(C)c(=O)n2C	0.5	0	1	-0.2

Whole records as entered above. Screens in order: GPR151 ag	MITF inh	TEAD-YAP inh	FBW7 act
Listed for CCOC(=O)C1=C(N)N(c2ccc(C)cc2)C2=C(C(=O)CCC2)C1c1cccs1 (centres undefined) = 3.1	7	-2	-0.1
Listed for COc1ccc(CCNC(=O)c2ccccc2SC)cc1OC = -1.3	9	8	0.1

Other records:
SMILES	GPR151 ag	MITF inh	TEAD-YAP inh	FBW7 act
COCCOC(=O)C1=C(C)NC(=O)NC1c1cc(Br)ccc1OC (centres undefined)	0.2	8	2	0.0
CCOC(=O)C1=C(C)N(CC(C)C)C(=O)/C1=C\c1cccc(Br)c1	0.0	-11	-3	0.2
Cc1ccc(C)c(N2CCN(C(=O)Cn3cccn3)CC2)c1	-0.3	0	-1	-0.1
Cn1c(SCc2cccc([N+](=O)[O-])c2)nc2c(c1=O)SCC2	0.0	6	5	0.0
COC(=O)c1sccc1NC(=S)Nc1ccc2c(c1)OCO2	2.1	12	-27	0.2
CSc1ccccc1C(=O)Nc1nnc(-c2ccco2)o1	1.0	18	-1	0.1
COc1cc(CNC2CCCCC2)ccc1O	0.6	9	-4	-0.3
Cc1ccc(-c2nc3ccccc3[nH]2)cc1NC(=O)COc1ccccc1C	1.9	0	-13	-0.2
COc1ccc(NC(=O)CN(C)C(=O)[C@@H](NC(=O)c2ccco2)C(C)C)cc1	0.1	23	-8	0.2
O=C1C2=C(Nc3[nH]c(=O)[nH]c(=O)c3C2c2cccs2)c2ccccc21 (centres undefined)	-0.7	7	-5	-0.3
O=C(Cc1cccs1)Nc1c2c(nn1-c1ccc([N+](=O)[O-])cc1)CSC2	-2.6	15	1	1.1

Gathered by group, the entries above containing an NH in an aromatic ring.
SMILES	GPR151 ag	MITF inh	TEAD-YAP inh	FBW7 act
O=C(Cn1cnnn1)N1CCCCC1c1nc2ccccc2[nH]1 (centres undefined)	-1.2	7	6	-0.1
O=C(NC1CCCCCCC1)c1cc(=O)[nH]c2ccc(S(=O)(=O)N3CCCC3)cc12	-0.5	-13	3	-0.1
CCCc1[nH]nc2c1C(c1ccc(CC)cc1)C(C#N)=C(N)O2 (centres undefined)	-0.8	10	-7	1.7
O=c1c2cn[nH]c2nc(SCc2ccccc2Cl)n1-c1ccccc1Cl	0.2	7	9	0.1
COCCn1c(CN2CCN(Cc3ccccc3)CC2)nc2c1c(=O)[nH]c(=O)n2C	-0.2	-3	0	0.7
CC(NC(=O)CSc1nc2ccccc2[nH]1)c1ccccc1 (centres undefined)	4.6	7	-9	0.0
Cc1cccc(C(=O)N(CCCO)Cc2cc3cc4c(cc3[nH]c2=O)OCO4)c1	-0.6	12	-4	0.1
CCOC(=O)c1c(C)[nH]c(C)c1C(=O)COC(=O)c1ccccc1NC(=O)c1ccco1	-1.0	5	10	-0.1
O=c1[nH]c2ccc(S(=O)(=O)NCc3ccccc3)cc2o1	-0.4	13	1	0.0
Cc1cc(=O)[nH]c(Nc2ccc(F)c(Cl)c2)n1	-1.1	-2	17	-0.1
O=C(CSc1nc2ccccc2[nH]1)Nc1cc(NC(=O)CSc2nc3ccccc3[nH]2)cc(C(=O)O)c1	-0.2	4	-3	0.0
CC1CC(C)CN(S(=O)(=O)c2ccc3[nH]cc(C(=O)O)c(=O)c3c2)C1 (centres undefined)	-0.9	15	10	-0.4
Cc1ccc(-c2nc3ccccc3[nH]2)cc1NC(=O)COc1ccccc1C	1.9	0	-13	-0.2
O=C1C2=C(Nc3[nH]c(=O)[nH]c(=O)c3C2c2cccs2)c2ccccc21 (centres undefined)	-0.7	7	-5	-0.3
